15-hLO-2 inh: blocks human 15-lipoxygenase 2 activity; purified 15hLO-2, xylenol orange hydroperoxide absorbance; hit rate 0.56% among 110,000; Potency, µM (highest dose often 57.1 µM), for the others: top-dose activity change, negative = inhibition, actives largely listed as inhibitors; also: potency is read from the fitted curve at half-maximal effect; nearly all actives have a fitted effect of over 60% in size; many of its hits are not listed in these tables
Target sequence (O15296 whole entry, looked up): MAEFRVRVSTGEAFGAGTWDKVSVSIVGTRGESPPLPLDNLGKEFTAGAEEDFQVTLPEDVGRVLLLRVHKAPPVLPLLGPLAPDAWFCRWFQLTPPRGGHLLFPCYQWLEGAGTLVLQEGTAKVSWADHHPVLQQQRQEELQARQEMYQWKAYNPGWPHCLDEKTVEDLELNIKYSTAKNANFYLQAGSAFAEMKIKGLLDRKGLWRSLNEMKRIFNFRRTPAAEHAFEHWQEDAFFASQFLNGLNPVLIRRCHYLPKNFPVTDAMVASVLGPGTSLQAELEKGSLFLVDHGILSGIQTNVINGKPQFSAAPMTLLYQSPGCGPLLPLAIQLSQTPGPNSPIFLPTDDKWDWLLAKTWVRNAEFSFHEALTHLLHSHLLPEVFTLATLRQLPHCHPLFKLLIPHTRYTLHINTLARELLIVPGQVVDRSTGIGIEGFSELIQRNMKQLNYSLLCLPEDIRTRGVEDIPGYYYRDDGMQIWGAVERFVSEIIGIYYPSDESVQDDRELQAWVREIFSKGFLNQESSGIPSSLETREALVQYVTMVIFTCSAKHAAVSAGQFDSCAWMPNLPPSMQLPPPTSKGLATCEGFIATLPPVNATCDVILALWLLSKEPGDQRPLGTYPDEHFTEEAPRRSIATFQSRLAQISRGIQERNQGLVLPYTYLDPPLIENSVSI
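Enzyme 50 nM, AA 45 uM, 25 mM Hepes pH 7.5 + 0.01% Triton X-100; cpd preinc 15 min RT, rxn 90 min RT; stop/detect with 200 uM XO + 300 uM Fe(II) in 50 mM H2SO4, 30 min; A573/A405.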
IMPase inh: membrane-permeable compound that blocks inositol monophosphatase. 120,000 tested, under 10 active. inhibition (IP1 accumulation), % at 46.1 µM. P97697. AID 901. CHO-M1 cells, IP1 accumulation, HTRF TR-FRET ratio; active = well fitted curve in the direction sought with a large enough effect in the signal ratio, not every such curve was filed as active; inconclusive = small, poorly fitted or top-dose-only effect, or a change in a side signal; inactive = no such curve, though single readings can be large or run the other way; the % refers to the signal ratio;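 also: cells stimulated with carbachol in lithium chloride buffer; plate controls were DMSO basal wells for no effect and reference inhibitor wells for full effect; higher means more IMPase inhibition seen as more IP1 and lower FRET ratio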
Target sequence (P97697 whole entry, looked up): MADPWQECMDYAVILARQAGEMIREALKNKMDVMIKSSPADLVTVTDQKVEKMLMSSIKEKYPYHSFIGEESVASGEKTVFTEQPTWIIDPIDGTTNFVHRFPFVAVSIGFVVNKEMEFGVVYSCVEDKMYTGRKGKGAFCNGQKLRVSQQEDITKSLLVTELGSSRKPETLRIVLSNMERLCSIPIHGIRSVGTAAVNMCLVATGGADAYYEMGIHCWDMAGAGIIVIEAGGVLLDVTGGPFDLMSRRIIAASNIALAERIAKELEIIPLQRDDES
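Elevated IP1 in lysates lowers TR-FRET signal (665/620 ratio and 620 channel reported). Cells were CHO-M1, given carbachol (50 uM as added) plus 50mM LiCl, pH 7.4, 30 min, 37C; compounds titrated up to 46 uM; AC50 by Hill equation.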
ALOX12 inhib: inhibitors of human 12-lipoxygenase (ALOX12); purified 12-hLO, xylenol orange hydroperoxide absorbance; Potency, µM (doses to about 57.1 µM), for inactives: at the top dose activity change, negative = inhibition, most hits filed as inhibitors; hit rate 0.12% among 150,000; AID 1452; also: potency is read from the fitted curve at half-maximal effect; nearly all actives have a fitted effect of over 55% in size; many of its hits are not listed in these tables
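150 nM 12hLO, 25 mM Hepes pH 7.0 + 0.01% Triton X-100; cpd preinc 15 min RT; 40 uM arachidonic acid, 30 min RT; Fe-XO 30 min; A573/A405 ratio as read-out.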
PNC assembly inh: blocks assembly of the perinucleolar compartment; PC3M PTB-GFP, PNC prevalence imaging, 16 h; active compounds read low; activity change (PNC), negative = inhibition, % at 10 µM; hit rate 3.1% among 140,000;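 active = readout at or below -70, meaning at least 70% loss of cells showing the perinucleolar compartment, a nuclear body marking cancer cells; inconclusive = readout between -30 and a set limit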;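 also: plate controls were DMSO wells for no effect and camptothecin positive control wells for full effect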
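Compounds are pinned in duplicate onto adhered PC3M cells stably expressing GFP-tagged PTB and incubated 16 h at 37 C. Cells are then fixed, nuclei stained with Hoechst, and PNC-positive cells counted.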
The depositor's hits bear a star; ? = inconclusive; . = no result given; & = joins results of further samples; [ ] = dose if it differs, or a comment. Unless noted, calls follow the shape of the dose curve; as a rule, active = well fitted curve in the direction sought with a large enough effect; inconclusive = small, poorly fitted or top-dose-only effect, or another doubt; inactive = no such curve, though single readings can be large; an effect the other way counts as inactive or inconclusive. Unless noted, % is scaled to controls: 0 for no effect and ±100 for the full control effect.

15-hLO-2 inh | IMPase inh | smiles | ALOX12 inhib | PNC assembly inh
2% | 2 | CCCn1nc2cc(C(=O)NCc3ccc(C)cc3)ccc2c1OCC | -5% | -1
-4% | 7 | CCCOC(=O)c1ccc2c(c1)C(=O)N(c1ccccc1)C2=O | 7% | -18
. | . | Cc1cc(Nc2ccc(F)c(Cl)c2)n2nc(C)nc2n1 | -5% | 9
-15% | 6 | CCCc1cc(N2CCCC(C(=O)NCC)C2)n2ncnc2n1 (stereo not drawn) | -5% | 32
-7% | 2 | O=C(CSc1nnc(CNC(=O)c2ccccc2F)o1)Nc1ccc2c(c1)OCCO2 | 2% | 9
-2% | -2 | Cc1nnc(NC(=O)c2cccc(S(=O)(=O)N3CCc4ccccc43)c2)s1 | 4% | 13
-1% | -2 | CN(NC(N)=O)c1ncc(C(F)(F)F)cc1Cl | 0% | 10
1%[11.4 µM] | ? | CCn1c(SCc2ccc(C(=O)Nc3cc(C)cc(C)c3)cc2)nnc1-c1ccncc1 | 1% | ?
2% | -4 | O=C(NC(C(=O)c1ccccc1)N1CCOCC1)c1cccs1 (stereo not drawn) | 1% | -29
13% | . | COC1OC(CO)C(OC2OC(C(=O)O)C(OC3OC(COS(=O)(=O)O)C(OC4OC(C(=O)O)C(OC5OC(CO)C(OC6OC(C(=O)O)C(OC7OC(COS(=O)(=O)O)C(OC8OC(C(=O)O)=C[C@H](O)C8OS(=O)(=O)O)C(O)C7NC(C)=O)[C@@H](O)C6O)C(O)C5NC(C)=O)[C@@H](O)C4O)C(O)C3NC(C)=O)[C@@H](O)C2O)C(O)C1NC(C)=O (stereo partly drawn) | 0% | .
-1%[11.4 µM] | . | C[C@@H]1CCCN(CP(=O)(c2ccccc2)c2ccccc2)C1 | 3%[11.4 µM] | .
6% | 3 | CC(=O)c1ccc(OCC(O)CN2CCN(Cc3ccccc3)CC2)cc1 (stereo not drawn) | 3% | 10
. | . | O=S(=O)(c1ccc(NC(=S)Nc2ccc3c(c2)OCO3)cc1)N1CCOCC1 | -5% | 3
. | 21 | O=C1C(Cl)=C(N2CCN(Cc3ccccc3)CC2)C(=O)N1Cc1ccccc1 | -2% | ?
-8% | 3 | N#Cc1cc2c(nc1SCc1cccc(Cl)c1)CCCCC2 | 0% | 44
5% | 4 | COc1ccc(C(=O)O)cc1S(=O)(=O)NCCCN1CCCC1=O | 4% | ?
4% | 0 | CCc1nc(CNC(=O)c2cc(OC)c(OC)c(OC)c2)no1 | -1% | ?
-7% | 7 | O=C(NCc1ccco1)c1cc(-c2ccc(F)cc2)on1 | -8% | ?
-4% | 7 | O=C(CSc1nc2cc(Cl)ccc2o1)NCCc1ccccc1 | -2% | -25
1% | -15 | COc1cc2[nH]c(=O)n(CCC(=O)NCc3cccnc3)c(=O)c2cc1OC | 0% | 5
2% | -1 | CC(C)OCCCNC(=O)C1CC(=O)N(C2CCCCCCC2)C1 (stereo not drawn) | -4% | -3
-13% | 2 | CCCCNC(=O)CSc1nc2ccc(NC(=O)CSc3nnc(COc4ccccc4C)n3C)cc2s1 | 1% | 18
-10% | . | Cc1ccc(CNC(=O)[C@H](C)[C@@H]2C[C@@]2(C)[C@@H](NC(=O)OCc2ccccc2)c2ccccc2)o1 | -1% | .
-28% | 3 | COc1ccc2[nH]c3nc(SC(C)C)nnc3c2c1 | 0% | -29
. | 3 | COc1ccc(CCNC(=O)NC2CCCCC2)cc1 | 5% | -11

Remaining list, next part:
15-hLO-2 inh | IMPase inh | smiles | ALOX12 inhib | PNC assembly inh
-26%[0.0915 µM] | . | C[C@H]1C(c2cccc(Cl)c2)=NN(c2ccccc2)[C@@H]1CO | -6%[0.00818 µM] | .
. | . | CCc1ccc(OCC(=O)N/N=C(\C)c2ccccc2OC(F)F)cc1 | -2% | 58
-6% | 9 | COc1ccc(CC(=O)N2CCCc3ccccc32)cc1 | 2% | 56
-5% | -11 | COc1cccc(/C=C2/SC(=O)N(CC(=O)N3CCc4ccccc4C3)C2=O)c1OCC(=O)O | -1% | 29
8% | 10 | CCc1ccccc1S(=O)(=O)Cc1ccc(C(=O)N2CCN(c3ccccc3OC)CC2)o1 | -1% | -14
. | 3 | CC(C)(C)c1ccc(/C=C/C(=O)c2ccc(NC3=NCCCS3)cc2)cc1 | -24% | -1
. | 11 | CCOc1ccc(OCC)c(S(=O)(=O)NCCCN2CCOCC2)c1 | -6% | 15
-3% | -1 | COc1ccc(C(=O)Nn2c(SCC(=O)NCc3ccccc3)nc3ccccc3c2=O)cc1 | 10% | 41
. | . | CCOCCCNC(=O)c1cc(Sc2ccc(C)cc2)nc2ccccc12 | -3% | -7
-11%[11.4 µM] | -2[1.84 µM] | Cc1cc2c(ncn2Cc2ccccc2)c(NS(C)(=O)=O)c1C | 8% | ?
2% | 10 | COc1ccsc1C(=O)N1CCN(Cc2ccc3c(c2)OCO3)CC1 | 7% | -19
-16% | 3 | CSc1ccc(CCNC(=O)CSc2ccsc2[N+](=O)[O-])cc1 | -10% | -30
. | 3 | COc1ccc(C/C(C)=N/NC(=S)Nc2ccc(C)c(C)c2)cc1 | -1% | -12
. | . | O=C(/C=C1\NC2(CCCC2)Cc2ccccc21)C(=O)N/N=C/c1ccccc1O | 5% | -13
. | -3 | CC(=O)N/C(=C\c1ccc(F)cc1)C(=O)OC(C)C | -4% | 48
-13% | 2 | CC(=O)OC1CCC2(C)C(COc3ccc4ccc(=O)oc4c3)C(C)(O)CCC2C1(C)C (stereo not drawn) | -5% | ?
3% | -8 | CCOC(=O)c1cccc(NC(=O)C(NS(=O)(=O)c2ccc3c(c2)CCN3C(C)=O)C(C)C)c1 (stereo not drawn) | -3% | 36
. | . | C=CCOC(=O)/C(=C/c1cccc2ccccc12)NC(=O)c1ccccc1 | -2% | -5
. | -10 | O=C(CCN1C(=O)COc2ccccc21)NCc1cccnc1 | 8% | -24
-8% | 6 | O=C1CC(c2ccco2)c2ccc3ccccc3c2N1 (stereo not drawn) | -4% | -29
6%[11.4 µM] | 7[1.84 µM] | CCn1nccc1C(=O)Nc1ccc(Cl)cc1Cl | 0% | ?
-8%[11.4 µM] | ? | O=C(Nc1ccc(Cl)cc1C(=O)NCCN1CCOCC1)c1ccco1 | 0% | -6
-1% | 6 | CN(C)S(=O)(=O)c1ccc(S(=O)(=O)N(Cc2ccco2)Cc2ccccc2Cl)cc1 | -3% | ?
. | 4 | CSc1nc(-c2ccco2)cc(C(F)(F)F)c1C#N | 1% | -10
. | . | O=C(N/N=C/c1ccco1)C1CC1 | 1% | 4

Filtered by structure: the compounds so far containing an aryl thioether with sulfur outside any ring.
15-hLO-2 inh | IMPase inh | smiles | ALOX12 inhib | PNC assembly inh
-7% | 2 | O=C(CSc1nnc(CNC(=O)c2ccccc2F)o1)Nc1ccc2c(c1)OCCO2 | 2% | 9
1%[11.4 µM] | ? | CCn1c(SCc2ccc(C(=O)Nc3cc(C)cc(C)c3)cc2)nnc1-c1ccncc1 | 1% | ?
-8% | 3 | N#Cc1cc2c(nc1SCc1cccc(Cl)c1)CCCCC2 | 0% | 44
-4% | 7 | O=C(CSc1nc2cc(Cl)ccc2o1)NCCc1ccccc1 | -2% | -25
-13% | 2 | CCCCNC(=O)CSc1nc2ccc(NC(=O)CSc3nnc(COc4ccccc4C)n3C)cc2s1 | 1% | 18
-28% | 3 | COc1ccc2[nH]c3nc(SC(C)C)nnc3c2c1 | 0% | -29
-3% | -1 | COc1ccc(C(=O)Nn2c(SCC(=O)NCc3ccccc3)nc3ccccc3c2=O)cc1 | 10% | 41
. | . | CCOCCCNC(=O)c1cc(Sc2ccc(C)cc2)nc2ccccc12 | -3% | -7
-16% | 3 | CSc1ccc(CCNC(=O)CSc2ccsc2[N+](=O)[O-])cc1 | -10% | -30
. | 4 | CSc1nc(-c2ccco2)cc(C(F)(F)F)c1C#N | 1% | -10

Later entries.
15-hLO-2 inh | IMPase inh | smiles | ALOX12 inhib | PNC assembly inh
. | -7 | Cc1cc(C(=O)COC(=O)CNC(=O)c2ccco2)c(C)n1Cc1ccco1 | 0% | ?
? | 1&-2 | Oc1cc2c(cc1O)[C@H](c1ccccc1)CNCC2 | -11%&-2% | .
. | -5 | Cc1[nH]nc(SCC(=O)Nc2ccc(C#N)cc2)c1[N+](=O)[O-] | -4% | -19
-2% | -5 | O=C(c1cccc(F)c1)N1CCN(c2cccc(Cl)c2)CC1 | -7% | -19
1% | 3 | O=C(O)CC1S/C(=N/N=C/c2ccc(-c3ccccc3[N+](=O)[O-])o2)NC1=O (stereo not drawn) | -13% | 13
-5% | -1 | COc1ccc(-c2cc(-c3ccc(Br)cc3)nc3ncnn23)cc1OC | -2% | 31
. | . | CN1CCC(Oc2ccccc2Sc2ccc(C(F)(F)F)cc2)CC1 | 1% | -11
2% | 0 | Cn1nc(C(=O)NCc2ccccc2)c2ccccc2c1=O | 2% | -7
14% | 7 | CCOc1ccc(Nc2nc(Cc3nnc(SCC(=O)NCc4ccco4)n3CC)cs2)cc1 | -3% | 21
-9% | -4 | O=C1c2ccccc2CCC1C(O)c1ccccn1 (stereo not drawn) | -4% | ?
. | 0 | C/C(=N/NC(=O)c1sc(NS(=O)(=O)c2ccccc2)nc1C)c1ccccc1 | 1% | ?
-3% | ? | CC(NC(=O)OC(C)(C)C)C(=O)Oc1ccc2ccc(=O)oc2c1 (stereo not drawn) | 0% | -12
. | . | COCCn1c(SCC(=O)N2CC(=O)Nc3ccccc32)nc2ccccc21 | 3% | ?
1% | 2 | CC1(C)C(=O)C2(CCCCC2)C(=O)OC1c1ccc(O)cc1 (stereo not drawn) | -6% | -28
26% | 11 | CCOC(=O)c1sc(Nc2ccc(C)cc2C)nc1C | 2% | 0
18%[0.0915 µM] | . | COc1ccc(C2=N[C@H](c3ccccc3)CO2)cc1 | -2%[0.00818 µM] | .
-3% | -5 | Cc1ccc(CNC(=O)c2ccc(Cl)cc2[N+](=O)[O-])cc1 | 2% | 6
. | -6 | COc1ccc(-c2noc(Cc3ccc(Cl)cc3)n2)cc1OC | -1% | -23
-9% | 8 | COC(=O)c1sc(=S)n(-c2cc(F)ccc2F)c1N | 0% | 61
-13% | 10 | Cc1cccc(NC(=O)C2(c3ccccc3)CC2(Cl)Cl)c1 (stereo not drawn) | -16% | ?
. | 0 | Cc1cccn2cc(CSc3nnc(Nc4ccc(C(C)C)cc4)s3)nc12 | -1% | ?
9% | 9 | CCCCOc1ccccc1C1NC(=O)NC(C)=C1C(=O)OCCOCC (stereo not drawn) | -5% | 23
. | . | COc1ccc2cc(-c3cc(C(=O)OCC(=O)Nc4c(C)n(C)n(-c5ccccc5)c4=O)c4ccccc4n3)ccc2c1 | -1% | 11
-4% | . | COC(=O)CC#N | 0% | .
33%[activator] | 12 | OC(COc1ccc2c(c1)CCC2)CN1CCN(c2ccccc2F)CC1 (stereo not drawn) | -9% | -1

Remaining list, next part.
15-hLO-2 inh | IMPase inh | smiles | ALOX12 inhib | PNC assembly inh
6% | 0 | COc1ccc(Nc2nc(OC)nc(N3CCN(c4ccc(OC)cc4)CC3)n2)cc1 | 6% | -4
12% | . | N#Cc1ccc(CN2CC[C@@]3(CCCN(S(=O)(=O)c4ccccc4)C3)C2)cc1 | -2% | .
11% | 0 | CC1(C)Oc2ccc3ccc(=O)oc3c2/C(=C/NCCO)C1=O | 0% | ?
-1% | 2 | O=S(=O)(N[C@@H]1C[C@H]2CC[C@@H]1C2)c1cccs1 | -3% | ?
. | 15 | C/C(=N\N=c1/scc(C)n1Cc1ccco1)c1cccc([N+](=O)[O-])c1 | -4% | -19
. | . | O=C(COC(=O)c1cc(-c2cccs2)nn1-c1ccccc1)Nc1cccc([N+](=O)[O-])c1 | 0% | 69
. | . | COc1c(C(=O)Nc2ccc(Cc3ccncc3)cc2)ccc2ccccc12 | -3% | 16
. | -3 | O=c1c2ccccc2nc(/C=C/c2ccccc2)n1CCc1ccccc1 | 2% | ?
. | 1 | Cc1ccc(N2C(=O)/C(=C\c3ccc(C(C)C)cc3)N=C2SC2CCOC2=O)cc1 (stereo not drawn) | 1% | ?

Compound activity deposited in PubChem by National Center for Advancing Translational Sciences (NCATS).

An excerpt; rates above refer to the full screens.
